Screening data: PubChem, National Center for Advancing Translational Sciences (NCATS)
TDP1 cell noCPT: qHTS for Inhibitors of human tyrosyl-DNA phosphodiesterase 1 (TDP1): qHTS in cells in absence of CPT. 420,000 compounds, 15% hits. DT40 Tdp1-/- hTDP1 cells, no CPT, ATP luminescence, 48 h. Potency, µM (titrated, usually from 46.2 µM), for inactives: top-dose activity change, negative = growth inhibition, hits mostly inhibitors; also: nearly all actives have a fitted effect of over 55% in size
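Stably hTDP1-transfected Tdp1-null chicken DT40 cells were treated with library compounds minus camptothecin and grown for at least 48 hr at 37 °C, after which cellular ATP was quantified by luminescence.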
TDP1 inh: TDP1 (human) enzyme inhibition; recombinant TDP1, AlphaScreen DNA substrate cleavage; Potency, µM (highest dose often 130 µM), without a hit: at the highest dose activity change, negative = inhibition, hits mostly inhibitors; 350,000 compounds, 0.28% hits; AID 485290; also: nearly all actives have a fitted effect of over 40% in size
Target sequence (Q9NUW8 whole entry, looked up): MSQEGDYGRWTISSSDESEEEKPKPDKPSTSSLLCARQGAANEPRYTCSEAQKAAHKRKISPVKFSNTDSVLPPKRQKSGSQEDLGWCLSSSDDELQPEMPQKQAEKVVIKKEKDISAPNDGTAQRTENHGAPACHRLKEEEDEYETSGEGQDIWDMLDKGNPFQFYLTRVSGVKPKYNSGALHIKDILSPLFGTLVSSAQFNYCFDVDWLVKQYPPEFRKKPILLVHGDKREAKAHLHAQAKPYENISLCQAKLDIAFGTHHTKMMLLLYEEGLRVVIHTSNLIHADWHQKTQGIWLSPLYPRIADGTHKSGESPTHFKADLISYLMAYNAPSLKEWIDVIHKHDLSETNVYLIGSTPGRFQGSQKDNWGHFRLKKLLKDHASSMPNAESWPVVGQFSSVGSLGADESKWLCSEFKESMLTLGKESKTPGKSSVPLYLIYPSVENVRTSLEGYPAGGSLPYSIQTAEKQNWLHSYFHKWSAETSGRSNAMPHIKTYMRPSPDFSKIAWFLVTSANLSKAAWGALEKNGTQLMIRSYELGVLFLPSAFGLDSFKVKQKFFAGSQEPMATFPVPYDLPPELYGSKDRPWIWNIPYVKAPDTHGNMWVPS
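Recombinant human Tdp1 (E. coli-expressed, 1 nM final) preincubated with compounds 15 min at room temperature, then 5'-biotin/3'-phosphotyrosine-FITC DNA substrate (15 nM final) added for 5 min. AlphaScreen beads (10 ug/ml final) added 10 min; cleavage lowers signal.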
TDP1 cell CPT: growth inhibition of DT40 Tdp1-/-;hTDP1 cells with camptothecin (screen for TDP1 inhibitors); chicken DT40 Tdp1-/-;hTDP1 cells + 20 nM CPT, ATP luminescence, 48 h; Potency, µM (doses to about 46.2 µM), inactives show at the top dose activity change, negative = growth inhibition, most hits filed as inhibitors; 420,000 compounds, 12% hits; also: nearly all actives have a fitted effect of over 55% in size
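Chicken DT40 Tdp1-/- cells stably complemented with human TDP1 were seeded at 400 cells/well in medium containing 20 nM camptothecin, exposed to pin-transferred compounds, and grown at 37 °C for at least 48 hr. Viability was read as ATP luminescence.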
Active calls of the source: *; ? = inconclusive; nt = no result given; [ ] = another dose, or the depositor's remark. Calls follow the shape of the dose curve; as a rule, active = well fitted curve in the direction sought with a large enough effect; inconclusive = small, poorly fitted or top-dose-only effect, or another doubt; inactive = no such curve, though single readings can be large; an effect the other way counts as inactive or inconclusive. % is scaled to controls: 0 for no effect and ±100 for the full control effect; potency is read from the fitted curve at half-maximal effect. Compounds as they come. About 18% of those tested had a hit in this group.

SMILES	TDP1 cell noCPT	TDP1 inh	TDP1 cell CPT
COc1ccc(NC(=O)N(C)C[C@@H]2Oc3cc(Br)ccc3S(=O)(=O)N([C@H](C)CO)C[C@H]2C)cc1	-20%	nt	-8%
COCC(=O)N1CCC(Oc2ccc(C(=O)N3C[C@@H](C)O[C@@H](C)C3)cc2)CC1	15%	2%	2%
Cc1c(C(=O)O)sc2nc(/C=C/c3ccccc3OC(F)F)[nH]c(=O)c12	-5%	71µM*	-7%
Cc1nn(CC(O)COc2ccc3c(c2)CCC3)c(C)c1Br (configuration not stated)	?	2%	?
CCN(CC)C(=O)Cn1nc(-c2ccncc2)nc1SCC(=O)Nc1ccc(OC)cc1	-10%	-7%	-6%
Cc1ccc(Sc2ccc(NC(=O)CCN3C(=O)NC4(CCCC4)C3=O)cc2)c(C)c1	?	2%	?
C=CCN1CC(=O)N2Cc3[nH]c4ccccc4c3C[C@H]2C1=O	-22%	nt	-2%
CC/C(=N/O)c1cnnc(SC)n1	-18%	0%	-1%
Cn1nc(-c2ccccc2)c(C(O)c2ccccc2C(F)(F)F)c1Cl (configuration not stated)	-23%	6%	-25%
COc1ccc(C(=O)N2N=C(c3cccc(NS(C)(=O)=O)c3)CC2c2cccs2)cc1 (configuration not stated)	?	nt	?
CCOc1ccc2nc(SCC(=O)c3ccc(Cl)s3)sc2c1	?	-5%	?
Cc1cc(CNC(=S)Nc2ccc(S(=O)(=O)Nc3ncccn3)cc2)nn1C	5%	5%[56.1 µM]	9%
COC(=O)c1cc(NC(=O)Cn2c(=O)oc3ccccc32)cc(C(=O)OC)c1	-13%	-4%	-8%
CCOC(=O)c1sc(=S)n(-c2ccc3c(c2)OCO3)c1N	-30%	9%	?
Cc1cc(C)cc(NS(=O)(=O)c2ccc(NC(=O)c3ccccc3C(=O)O)cc2)c1	0%	nt	2%
CC(C)c1ccc(NC2CCCN(C(=O)CN3C(=O)CSC3=O)C2)cc1 (configuration not stated)	0%	6%	-9%
CCOC1=C2CN(S(=O)(=O)c3ccc(C)cc3)[C@H](c3cccs3)C[C@H]2n2c(=O)n(-c3ccccc3)c(=O)n2C1	8%	nt	5%
CN(C)c1ncc2nc(-c3ccc(Cl)cc3)c(=O)n(C)c2n1	12%	nt	2%
O=C(CCNC(=O)C1CCN(S(=O)(=O)c2ccc(F)cc2)CC1)NCc1ccc(F)cc1	22%	5%	-7%
CCn1c(C)nc2cc(C(=O)NNC(=S)Nc3ccccc3OC)ccc21	13%	6%	-10%
O=C(Nc1ccc(S(=O)(=O)Nc2ccccc2)cc1)N1CCCC1	-14%	3%	1%
CCOCCCNS(=O)(=O)c1ccc(NC(=O)Cc2c(F)cccc2Cl)cc1	-17%	nt	3%
CC(CSc1n[nH]c(=S)s1)c1ccccc1 (configuration not stated)	-6%	nt	11%
Cc1cccc(CNC(=O)C2CCC(=O)N(CCCc3ccccc3)C2)c1 (configuration not stated)	?	nt	?
O=[N+]([O-])c1cccc(S(=O)(=O)/N=C(/Nc2ccccc2)c2ccccc2)c1	-13%	3%	-9%
Remaining list, next part
SMILES	TDP1 cell noCPT	TDP1 inh	TDP1 cell CPT
CC(=O)c1ccc(NC2OC(C)C(O)C(O)C2O)cc1 (configuration not stated)	-8%	-1%	10%
CCOc1ccc(NS(=O)(=O)c2ccc3[nH]cc(C(=O)NC(C)CC)c(=O)c3c2)cc1 (configuration not stated)	21µM*	2%	?
COc1ccc2nc(C(F)(F)C(F)(F)F)c(C#N)c(N)c2c1	?	4%	?
O=C(CNC(=O)c1ccco1)NCCCc1ccccc1	1%	0%	1%
CNC(=O)COC(=O)CNC(=O)c1cc(Cl)cc([N+](=O)[O-])c1	-3%	-3%	-1%
COc1cccc(/C=C/C(=O)OCC(=O)Nc2ccc(S(=O)(=O)N3CCCC3)cc2)c1	-27%	-5%	8%
CCCC[C@@H]1CCCO[C@@](C(=O)NCc2ccc(C)o2)(C(F)(F)F)C1	?	4%	?
COc1ccc([N+](=O)[O-])cc1NC(=O)Cn1ccc(C(F)(F)F)n1	-4%	4%	12%
Cc1ccc(CCNC(=O)C2CC(c3ccccc3C(F)(F)F)=NO2)cc1 (configuration not stated)	-12%	1%	-25%
COCc1nnc(NC(=O)c2ccc(S(=O)(=O)N(C)c3ccccc3)cc2)o1	?	11%	16µM*
O=C(Nc1ccc2nc3n(c(=O)c2c1)CCCC3)c1cncc(Br)c1	?	nt	?
CCN(CC)N=Nc1ccc(S(=O)(=O)Nc2c(C)n(C)n(-c3ccccc3)c2=O)cc1	-6%	6%	-12%
CCOc1ccc(S(=O)(=O)NCCC(=O)NCCOc2ccccc2)cc1	-27%	nt	0%
CCC(C)(C)NC(=O)CN(C(=O)C(=O)Nc1ccc2c(c1)OCCO2)C(C)(C)CC	?	-4%	-20%
Cc1csc(NC(=O)CSCC(=O)Nc2ccccc2)n1	-18%	5%	-24%
CCOC(=O)Cn1nnnc1CN(Cc1ccc(OC)cc1)Cc1cc2cc(C)cc(C)c2[nH]c1=O	26µM*	-8%	23µM*
O=C(/C=C/c1cccs1)Nc1ccc(S(=O)(=O)Nc2ncccn2)cc1	-19%	nt	1%
COc1cccc(CN2CCN(CC(=O)NCCc3ccccc3)CC2)c1	9%	1%	-17%
CCOC(=O)C[C@H]1c2ccc(C(F)(F)F)cc2S(=O)(=O)N1Cc1ccccc1	?	nt	?
O=c1[nH]c2c(oc3ccccc32)c(=O)n1Cc1ccccc1	?	nt	-13%
COc1ccc(-c2cnc3c(c2)C(=O)N([C@H](C)CO)C[C@H](C)[C@H](CN(C)C(=O)Cc2cccnc2)O3)cc1	-15%	nt	-10%
CCn1c(C(O)c2ccc(C)cc2)nc2ccccc21 (configuration not stated)	-28%	6%	-19%
O=C(/C=C/c1ccc(F)cc1)NCc1ccco1	-6%	1%	-19%
CCCCCN(C(=O)CCC(=O)OC(C)C(=O)c1ccc(CC)cc1)c1c(N)n(CCCC)c(=O)[nH]c1=O (configuration not stated)	-27%	nt	?
CC(NS(=O)(=O)c1ccc(F)cc1)C(c1cccs1)N1CCOCC1 (configuration not stated)	?	-3%	-23%

Taken from above.
Entry for `COC(=O)c1cc(NC(=O)Cn2c(=O)oc3ccccc32)cc(C(=O)OC)c1` under TDP1 cell CPT: -8%
Entry for `CN(C)c1ncc2nc(-c3ccc(Cl)cc3)c(=O)n(C)c2n1` under TDP1 cell CPT: 2%
Entry for `CNC(=O)COC(=O)CNC(=O)c1cc(Cl)cc([N+](=O)[O-])c1` under TDP1 cell CPT: -1%
Entry for `Cc1csc(NC(=O)CSCC(=O)Nc2ccccc2)n1` under TDP1 cell noCPT: -18%
Entry for `CC(C)c1ccc(NC2CCCN(C(=O)CN3C(=O)CSC3=O)C2)cc1` (configuration not stated) under TDP1 cell CPT: -9%
Entry for `COc1cccc(/C=C/C(=O)OCC(=O)Nc2ccc(S(=O)(=O)N3CCCC3)cc2)c1` under TDP1 cell noCPT: -27%

Later entries.
SMILES	TDP1 cell noCPT	TDP1 inh	TDP1 cell CPT
O=c1c(-c2ccnn2-c2ccccc2F)cnc2n1CCS2	2%	3%	1%
Cc1cccc(NC(=O)c2sc3nc4c(c(-c5ccco5)c3c2N)CCC4)c1	26µM*	-1%	?
COc1ccc([N+](=O)[O-])cc1NC(=O)CS(=O)(=O)c1ccc(C)cc1	?	5%	?
Cc1ccc(Nc2nc(Nc3ccc(C)c(C)c3)nc(N3CCOCC3)n2)cc1C	10µM*	nt	15µM*
O=C(CSc1nnc(Cn2cnc3ccccc32)o1)c1ccccc1	10µM*	9%	12µM*
Cn1cc(S(=O)(=O)N2CCOCC2)cc1C(=O)NCc1ccc(Cl)cc1	-3%	nt	0%
COc1ccc(OC)c(N=Cc2c(O)c3ccccc3oc2=O)c1	?	1%	?
CCCCn1c(CCC(=O)O)nc2cc(S(=O)(=O)N(CC)CC)ccc21	-1%	4%	-6%
COc1ccccc1CNC(=O)COc1ccccc1C(=O)c1cnn(-c2ccccc2)c1	?	0%	23µM*
CCOC(=O)C1CCN(S(=O)(=O)c2ccc(OCC(=O)OC)cc2)CC1	1%	0%	-7%
O=C(N/N=C/c1cc([N+](=O)[O-])ccc1O)/C(=C\c1cccs1)NC(=O)c1ccccc1	?	11%	?
COc1ccccc1N1CCN(C(=O)CCCN2C(=O)c3cccc4cccc(c34)C2=O)CC1	29µM*	2%	16µM*
O=C(Nc1cccc(S(=O)(=O)NC2=NCCC2)c1)c1cc(-c2ccccn2)nc2ccccc12	16µM*	0%	23µM*
O=C(c1ccccc1-c1ncc[nH]1)N1CCCC(Nc2ccc(F)cc2)C1 (configuration not stated)	-9%	4%	-9%
Cc1cc(OC(C)C(=O)NCc2cccnc2)c2c(C)c(C)c(=O)oc2c1 (configuration not stated)	13%	4%	1%
O=c1[nH]c(C2CCN(S(=O)(=O)c3cccc([N+](=O)[O-])c3)CC2)nc2c1nnn2Cc1ccccc1	?	nt	11%
CC(=O)c1ccc(S(=O)(=O)NCCOc2ccccc2)cc1	?	nt	-25%
CN(Cc1cccc(Cl)c1Cl)C(=O)c1cccc(S(=O)(=O)N2CCN(Cc3ccccc3)CC2)c1	16µM*	3%	?
COc1ccc(NC(=S)NC(=O)/C=C/c2ccco2)c(OC)c1	?	nt	-56%
Cc1ccc(N2CC(O)Cn3c2nc2c3c(=O)[nH]c(=O)n2C)cc1 (configuration not stated)	26%	nt	16%
COc1ccc(CCNC(=O)CSCc2ccc(C)cc2)cc1OC	?	nt	-11%
COc1ccccc1NC(=O)C1CCN(S(=O)(=O)c2ccc3c(c2)oc(=O)n3C)CC1	?	6%	-15%
Cc1cccc(C(=O)NCC(=O)OCc2nnc(-c3ccccc3)o2)c1	-9%	nt	-9%
CCOC(=O)C1=C(C)N=c2s/c(=C/c3ccco3)c(=O)n2C1c1cccc(OC)c1 (configuration not stated)	23µM*	-6%	?
CC1(Cc2cccc(C(N)=O)c2)C(=O)Nc2c(Cl)cccc21 (configuration not stated)	2%	nt	-1%

Sorted by heavy-atom count (lowest first): part of the list above
SMILES	TDP1 cell noCPT	TDP1 inh	TDP1 cell CPT
C=CCN1CC(=O)N2Cc3[nH]c4ccccc4c3C[C@H]2C1=O	-22%	nt	-2%
O=C(Nc1ccc2nc3n(c(=O)c2c1)CCCC3)c1cncc(Br)c1	?	nt	?
COC(=O)c1cc(NC(=O)Cn2c(=O)oc3ccccc32)cc(C(=O)OC)c1	-13%	-4%	-8%

Complete entries, looked up by structure. Values in the order: TDP1 cell noCPT | TDP1 inh | TDP1 cell CPT
Shown for COc1ccccc1NC(=O)C1CCN(S(=O)(=O)c2ccc3c(c2)oc(=O)n3C)CC1 = ? | 6% | -15%
Shown for Cc1cccc(C(=O)NCC(=O)OCc2nnc(-c3ccccc3)o2)c1 = -9% | nt | -9%
Shown for Cc1ccc(Nc2nc(Nc3ccc(C)c(C)c3)nc(N3CCOCC3)n2)cc1C = 10µM* | nt | 15µM*

Filtered by structure: the entries above with bromine (three)
SMILES	TDP1 cell noCPT	TDP1 inh	TDP1 cell CPT
COc1ccc(NC(=O)N(C)C[C@@H]2Oc3cc(Br)ccc3S(=O)(=O)N([C@H](C)CO)C[C@H]2C)cc1	-20%	nt	-8%
Cc1nn(CC(O)COc2ccc3c(c2)CCC3)c(C)c1Br (configuration not stated)	?	2%	?
O=C(Nc1ccc2nc3n(c(=O)c2c1)CCCC3)c1cncc(Br)c1	?	nt	?

(cont.)
SMILES	TDP1 cell noCPT	TDP1 inh	TDP1 cell CPT
O=C(NCc1ccc2c(c1)OCO2)c1ccc(Br)cc1	-20%	1%	0%
CCC(CC)C(=O)Nc1cc(C(=O)OC)ccc1C(=O)OC	?	3%	?
CC(C)CC(c1nnnn1C(C)C)N1CCN(c2cccc(Cl)c2)CC1 (configuration not stated)	?	4%	?
CCN1C(=O)[C@H]2[C@@H](c3ccc(-c4ccc(Cl)c(Cl)c4)cc3)N[C@@](C)(C(=O)OC)[C@H]2C1=O	8.2µM*	4%	8.2µM*
CCN(Cc1ccccc1)C(=O)c1nc(-c2cccc(F)c2)n2c1CCCCC2	?	10%	?
CCn1cc(CN(C)C(=O)CSc2nc(-c3ccco3)cc(C(F)(F)F)n2)c(C)n1	23µM*	nt	?
O=C(C1COc2ccccc2O1)N1CCc2ccccc2C1 (configuration not stated)	?	5%[56.1 µM]	-20%
COCCn1c(-c2ccc(Cl)cc2)nc2oc3cc(OC)ccc3c(=O)c2c1=O	?	-1%	?
COc1ccc(C2c3ccc(O)cc3Oc3ncn(CCN4CCOCC4)c(=N)c32)cc1OC (configuration not stated)	-12%	3%	-25%
O=C(Nc1cccc(-n2cnnn2)c1)c1ccncc1	-18%	7%	2%
Cc1cccc(C)c1N1CCc2cn[nH]c21	-20%	4%	-25%
COc1ccc(C2SCC(=O)N2C)cc1 (configuration not stated)	-6%	-2%	2%
CCOC(=O)Nc1ccc(S(=O)(=O)NCCCN2CCOCC2)cc1	-14%	2%	-9%
